FXIa inh 1536 – human FXIa protease inhibitors, primary screen, biochemical, 1536-well; purified FXIa, Boc-Glu-Ala-Arg-AMC fluorogenic substrate; inhibition, % at 5 µM; actives 0.14% (n = 220,000);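 active means inhibition of at least 40%; inactive means inhibition below 40%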;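 further: fluorescence of freed AMC excited at 355 nm; 0% = enzyme without compound and 100% = no enzyme blank; many of its hits are not listed in these tables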
Target sequence (P03951 19-387 limits assumed): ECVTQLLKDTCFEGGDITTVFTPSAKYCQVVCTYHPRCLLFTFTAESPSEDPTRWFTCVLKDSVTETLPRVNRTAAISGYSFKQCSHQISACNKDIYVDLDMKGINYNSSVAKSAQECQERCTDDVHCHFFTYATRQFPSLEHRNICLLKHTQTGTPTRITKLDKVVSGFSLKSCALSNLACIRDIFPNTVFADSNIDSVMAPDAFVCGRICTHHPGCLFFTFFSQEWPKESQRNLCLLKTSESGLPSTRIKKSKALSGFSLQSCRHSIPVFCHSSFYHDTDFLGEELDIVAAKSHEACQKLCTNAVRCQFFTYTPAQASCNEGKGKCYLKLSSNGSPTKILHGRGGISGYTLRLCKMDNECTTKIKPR
Target sequence (P03951 388-625 limits assumed): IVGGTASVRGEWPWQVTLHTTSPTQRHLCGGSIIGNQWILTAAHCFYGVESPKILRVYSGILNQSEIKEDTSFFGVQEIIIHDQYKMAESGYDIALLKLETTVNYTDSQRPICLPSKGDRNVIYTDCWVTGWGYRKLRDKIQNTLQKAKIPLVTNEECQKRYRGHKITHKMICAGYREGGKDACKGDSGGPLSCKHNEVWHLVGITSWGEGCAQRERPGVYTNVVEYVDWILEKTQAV
Wee1 degr inh – Wee1 degradation inhibitors, primary screen, cell-based, HeLa, Wee1K328M-luciferase, luminescence | Wee1-like protein kinase (Homo sapiens), P30291 | actives 1.2% (n = 220,000) | AID 1321, 2008 | HeLa Luc-Wee1K328M stability; 100% = proteasome inhibitor MG132 effect | reporter increase, % at 5 µM;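 active means activation above the mean of all tested compounds plus 3 SD, set per screening run, cut at about 8.8% in these data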;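 further: cells exposed to compound for 20 h before luminescence read; 0% = DMSO alone and 100% = MG132 at 30 µM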
FXIIa inh – human FXIIa protease inhibitors, primary screen, biochemical, 1536-well | Coagulation factor XII (Homo sapiens), P00748 | actives 0.3% (n = 220,000) | inhibition, % at 5 µM | purified FXIIa, Boc-QGR-AMC fluorogenic substrate, 2 h; in the data active means inhibition above about 40%;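 further: 0% = enzyme with no compound and 100% = blank without enzyme; many of its hits are not listed in these tables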
zVAD death inh – inhibitors of zVAD-triggered necroptosis, primary screen, L929 cells; AID 1377, 2008; viability rescue, % at 10 µM; L929 zVAD necroptosis rescue, ATP luminescence, 24 h; with zVAD 60 µM; actives 0.38% (n = 220,000);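 active means activation, scaled between plate controls, above about 75%, limit read from the data; inactive means activation under that limit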;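 further: 0% = zVAD with DMSO and 100% = DMSO alone without zVAD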
CHOP inh – inhibitors of CHOP promoter induction, primary screen, cell-based, unfolded protein response, luciferase reporter | CHO-K1 CHOP-promoter luciferase, tunicamycin-induced, 15-18 h | inhibition, % at 10 µM | actives 3.8% (n = 220,000) | AID 2732, 2010;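 active means compounds that reduced the stress-induced luciferase reporter signal by more than about 70% of percent inhibition, limit read from the data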;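 further: 0% = tunicamycin plus vehicle and 100% = wells without tunicamycin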
PGE2 EP2 inh – human EP2 receptor antagonists, primary screen, TR-FRET cAMP, C6 glioma cells; Prostaglandin E2 receptor EP2 subtype (Homo sapiens), P43116; C6 glioma cells expressing human EP2; cells stimulated with saturating PGE2; inhibition, % at 25 µM; actives 0.52% (n = 260,000); AID 1422, 2008;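 active means percent inhibition above 40 after rounding to a whole number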;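 further: rat C6 glioma host cells with rolipram phosphodiesterase inhibitor present; the protocol text gives 20 µM as final concentration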
Target sequence (P43116 whole entry, looked up): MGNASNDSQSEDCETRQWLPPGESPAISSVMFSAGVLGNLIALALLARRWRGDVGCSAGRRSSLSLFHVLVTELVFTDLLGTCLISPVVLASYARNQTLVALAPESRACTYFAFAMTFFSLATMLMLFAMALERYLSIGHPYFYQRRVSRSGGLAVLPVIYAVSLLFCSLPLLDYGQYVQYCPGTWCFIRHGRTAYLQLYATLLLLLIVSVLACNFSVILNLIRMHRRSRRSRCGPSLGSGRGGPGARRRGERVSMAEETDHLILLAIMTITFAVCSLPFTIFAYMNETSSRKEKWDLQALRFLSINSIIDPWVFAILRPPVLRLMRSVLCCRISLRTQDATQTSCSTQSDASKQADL
TNF necrop inh – inhibitors of TNF-alpha triggered necroptosis, primary screen, cell-based, Jurkat FADD-/-, single concentration. Jurkat FADD-/- TNF necroptosis rescue, ATP luminescence, 24 h; 0 = TNF only, 100 = no-TNF cells. AID 463075, 2010. activation (protection from cell death), % at 10 µM. actives 0.068% (n = 220,000);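 active means activation, meaning protection from cell death, of at least 50% relative to plate controls; inactive means activation below 50%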;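 further: necroptosis triggered by 40 ng/mL TNF-alpha added together with compound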
Tb hexokinase – Trypanosoma brucei hexokinase 1 inhibitors, primary screen, biochemical, G6PDH-coupled NADH absorbance, MLSCN library; hexokinase 1 [Trypanosoma brucei]; recombinant TbHK1, G6PDH-coupled NADH A340; inhibition, % at 10 µM; actives 0.11% (n = 220,000); AID 1430, 2008;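 active means inhibition of 50% or more in the single-dose primary screen; inactive means inhibition below 50%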
PPC-1+TRAIL kill – compounds killing PPC-1 cancer cells with TRAIL present, primary screen, TRAIL potentiator project, ATPLite luminescence, uHTS; PPC-1 cells + TRAIL, ATPLite viability luminescence; cell killing (% activity), % at 4 µM; actives 0.41% (n = 220,000); AID 1443, 2008;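 active means cell killing above 50% in the first pass at 4 µM, then a duplicate retest at 5 µM averaging 50% or more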;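 further: plate controls were cells with TRAIL plus DMSO for no effect and medium-only wells lacking cells for full effect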
The depositor's hits bear a star; nt = no result given. Not all compounds are listed; the hit share may differ from the screen's.

canonical_smiles,FXIIa inh,FXIa inh 1536,zVAD death inh,Wee1 degr inh,Tb hexokinase,PGE2 EP2 inh,PPC-1+TRAIL kill,TNF necrop inh,CHOP inh
COCCNC(=O)Cn1nc(C(F)(F)F)c(Br)c1C,11.3,1.0,0.5,-1.0,-0.4,6.2,-1.9,1.8,-2.5
CCCCC(=O)Nc1cc(C)c(NC(=O)c2cccs2)cn1,-1.0,-5.1,1.6,0.5,5.1,9.0,nt,0.8,-10.6
Cc1cc(-c2ccccc2)n2ncc(-c3ccccc3)c2n1,12.6,11.4,0.5,-1.0,17.7,18.1,54.8*,1.2,53.0
O=C(Cc1ccc(-n2c(=O)c3sccc3n(CC(=O)Nc3ccccc3F)c2=O)cc1)NCc1ccco1,11.3,0.9,5.3,-4.1,-4.7,3.7,10.9,0.5,-6.0
CCOC(=O)C1NN=C(C(=O)c2ccc(C)cc2)C1c1ccc(C)cc1 (stereo not given),19.1,6.4,-0.4,-2.4,5.9,10.3,12.0,1.3,4.6
O=c1cc(CN2CC(O)Cc3ccc4ccccc4c32)nc2sccn12 (stereo not given),nt,31.6,-0.2,0.1,0.5,6.7,-27.0,-0.7,20.0
O=c1c2ccccc2nc(SCc2ccc([N+](=O)[O-])cc2)n1CCCO,12.9,7.0,1.4,3.4,-9.7,3.5,19.8,11.3,-37.5
Cc1ccc(NC(=O)c2ccc(OC(=O)COc3ccc(Cl)c(C)c3)cc2)cc1,2.5,-3.7,0.8,-2.7,-3.6,2.7,17.6,-1.2,47.4
O=C(NCC1CCCO1)C(=O)NCC(c1ccco1)N1CCN(c2ccccc2F)CC1 (stereo not given),14.7,6.4,-0.1,-1.4,26.1,4.7,4.8,1.1,0.3
COCCOC(=O)C1=C(C)NC2(O)c3ccccc3C(=O)C12O (stereo not given),-1.8,-4.9,0.4,0.6,2.0,9.0,nt,-4.2,23.0
COCCN(C(=O)C(C)C)c1nnc(-c2ccc(C)cc2)s1,17.0,1.0,0.6,0.0,2.7,10.6,30.1,0.2,-14.7
Cc1ccc(C(=O)Nc2nc(C)c(C(=O)Nc3ccc4c(c3)CCC4)s2)cc1,12.7,7.1,-1.3,9.8*,-12.5,7.5,-10.0,-11.6,-34.5
O=C(Nc1cccc(Cl)c1)c1ccc(Cn2cc(Cl)cn2)cc1,5.5,4.4,6.9,1.1,-2.5,8.8,4.6,1.4,15.7
CN(C(=O)Cn1cc(C(F)(F)F)ccc1=O)c1c(N)n(Cc2ccccc2)c(=O)[nH]c1=O,1.6,6.2,1.3,1.1,1.6,8.9,-1.0,4.9,8.3
COc1cccc(S(=O)(=O)Nc2ccc(C(=O)N3CCCCCC3)cc2)c1,16.1,9.7,0.1,-0.5,-5.2,5.2,6.6,1.2,-9.6
CC(C(=O)N1CCOCC1)N1C(=O)C2C3CC(C(Br)C3Br)C2C1=O (stereo not given),-4.2,-3.8,-0.3,0.7,-3.1,7.7,18.2,1.1,1.5
CSc1ccc(Cl)c(C(=O)NCc2ccco2)c1,10.1,-3.4,-0.3,-0.1,-2.0,14.5,7.6,-2.6,12.9
CCOC(=O)c1ccccc1NC(=O)c1ccc(N(C)S(C)(=O)=O)cc1,18.2,3.5,0.4,-1.1,5.3,6.4,-9.6,0.9,50.8
CC(Sc1ncc(C(F)(F)F)cc1Cl)C(=O)NC(N)=O (stereo not given),7.6,-2.1,1.7,3.9,-1.5,2.4,-7.5,-0.4,12.3
COc1ccc(CN2CCOCC2)cc1OC,1.3,-3.8,0.8,1.8,6.6,13.6,-19.4,0.3,5.2
CSCCC(NS(=O)(=O)c1ccc(Cl)cc1)C(=O)OCc1cccc(Cl)c1 (stereo not given),11.0,1.9,0.6,1.2,37.5,9.8,32.2,1.5,105.7*
Cc1ccc(/C=C/C(=O)NC2CCCCCCC2)o1,6.1,4.1,-0.3,1.6,-10.3,20.0,8.8,-8.9,53.8
c1ccc(CCNc2nc(-c3ccccn3)nc3ccccc23)cc1,10.2,-7.1,2.5,1.3,-2.0,20.1,45.9,-14.7,80.9*
CCOC(=O)c1csc(NC(=O)c2cc(OC)c(OC)c(OC)c2)n1,12.3,1.8,-0.3,-0.8,4.8,13.0,-0.9,-0.9,20.2
Cc1cc(-c2nnc(SCC(=O)Nc3nc(-c4ccccc4)cs3)o2)no1,12.7,4.0,-0.1,3.6,1.0,11.5,12.0,-5.8,-5.6
CC1CCc2c(sc(/N=C/N(C)C)c2C#N)C1 (stereo not given),5.4,-2.7,-0.2,0.7,-24.5,6.4,-16.6,-2.6,46.3
CCOc1cc2[nH]c(=O)n(CCCN3CCCC3=O)c(=O)c2cc1OCC,18.4,0.3,-0.3,-2.1,-3.9,9.8,1.1,-5.7,16.4
COc1cc(C(=O)NC(=S)NNC(=O)[C@H]2C[C@@H]2c2ccccc2)cc(OC)c1OC,11.3,1.8,0.5,2.4,-1.0,11.6,5.0,1.3,3.3
CN(c1ccc([N+](=O)[O-])cc1C(=O)Nc1ccccc1)C1CCCCC1,16.6,1.0,-0.1,0.2,1.2,-0.3,-30.2,0.6,14.2
c1cc2c3c(cccc3c1)C(N1CCCCCC1)=N2,12.6,2.0,-1.3,-2.0,-13.9,nt,34.5,3.6,38.7
COC(=O)c1cc(-c2ccc(Br)cc2)on1,6.3,1.6,-0.7,0.6,-2.9,nt,11.4,0.2,43.6
Cc1cc(C)c(NC(=O)c2ccc(S(=O)(=O)N3CCOCC3)cc2)c(C)c1,22.2,-1.1,-0.6,-0.2,-1.9,7.6,38.4,-0.2,21.7
CC(C)c1cc(C(=O)O)n(-c2ccccc2)n1,7.7,4.1,0.5,-0.3,0.2,9.9,9.9,0.1,2.1
COc1ccc(CCNc2oc(COc3ccccc3F)nc2C#N)cc1,16.0,-4.0,2.9,-2.6,10.2,10.2,-4.2,0.3,86.6*
COc1ccc(NC(=O)C(CCSC)N2C(=O)c3ccccc3C2=O)cc1 (stereo not given),1.3,-8.4,1.0,2.1,1.1,3.0,28.4,2.1,-9.1
COc1ccc(C(=O)C2CCN(C(=S)Nc3ccc(F)cc3)CC2)cc1,7.6,0.1,1.5,0.5,22.4,6.9,-2.0,0.7,9.6
Cc1ccc(Oc2nccc(-c3ccc(Cl)cc3)n2)cc1,15.2,4.4,-0.1,3.9,-2.7,4.3,0.1,0.6,78.3*
COc1cc(OC)c(NS(=O)(=O)c2cc(C(=O)OCC(=O)NCC3CCCO3)ccc2OC)cc1Cl (stereo not given),4.3,-2.8,0.6,3.3,-3.9,4.4,12.7,0.4,9.2
CCCn1c(N2CCN(Cc3cccc(C)c3)CC2)nc2c1c(=O)[nH]c(=O)n2C,11.7,-0.7,-1.1,-2.6,-9.7,13.6,16.3,-4.3,10.9
CC1=NC2(CCCc3c2no[n+]3[O-])N(O)C1(C)C (stereo not given),3.2,-2.1,-0.4,1.2,2.2,8.4,-9.4,0.0,-6.8
N#CCc1ccc(NS(=O)(=O)c2ccc(N3CCCC3=O)cc2)cc1,3.9,-2.5,1.2,-2.0,4.9,6.6,13.1,-0.3,19.9
CCCC(C)C(=O)Nc1ccc(S(=O)(=O)Nc2nccc(C)n2)cc1 (stereo not given),8.8,-2.9,3.0,1.0,0.7,5.1,16.9,0.9,16.3
C/C(=N\NC(=O)C1CC1)c1ccc(NC(=O)c2ccc(Br)o2)cc1,11.4,6.5,-2.7,-0.6,5.2,5.2,38.9,-1.3,-11.1
C=CCN1C(=O)CS/C1=N\N=C\c1cccc([N+](=O)[O-])c1,7.0,-5.8,10.0,-3.4,-1.2,10.8,-0.4,0.9,6.8
CCOC(=O)C1=C(C)N(CCCC(=O)O)C(=O)NC1c1ccccc1OS(=O)(=O)c1ccc(C)cc1 (stereo not given),19.8,7.0,2.4,-0.8,-0.7,10.3,0.1,1.1,-10.4
COC(=O)CCSc1cc(NCCOC(C)=O)c([N+](=O)[O-])c2nonc12,-2.1,1.3,-0.4,-0.9,17.1,6.4,14.2,-2.7,-11.1
Cc1ccc(N/N=C/c2cccnc2)cc1,1.2,0.7,-0.4,-1.9,-16.6,6.1,11.2,-0.9,40.5
CC1(C)NC(=O)N(CCOc2ccc([N+](=O)[O-])cc2)C1=O,2.2,-0.5,-0.1,9.6*,-11.1,7.2,4.1,1.4,6.4
COCCCNCC#CCOc1ccc(OC)cc1,13.3,5.0,-1.4,-3.6,8.5,-0.5,7.4,-0.8,2.5
O=C(/C=C/c1cc2c(cc1Br)OCO2)NCc1ccc(Cl)cc1,13.7,-3.0,0.2,-1.2,4.8,17.8,-18.9,0.4,28.6

(listing goes on)
canonical_smiles,FXIIa inh,FXIa inh 1536,zVAD death inh,Wee1 degr inh,Tb hexokinase,PGE2 EP2 inh,PPC-1+TRAIL kill,TNF necrop inh,CHOP inh
Cc1cc(C)n(CC(O)Cn2c3ccc(Cl)cc3c3cc(Cl)ccc32)c(=O)n1 (stereo not given),10.9,0.4,0.4,3.0,-12.1,15.0,3.1,1.6,44.8
Cc1cc2c(ncn2C)c(NS(=O)(=O)c2ccc(Cl)cc2)c1C,12.4,-3.0,2.7,4.6,8.5,11.7,22.2,-1.0,26.5
O=[N+]([O-])c1cccc(-c2cnc3ccccc3n2)c1,-2.4,-5.4,1.6,3.7,-27.6,8.5,5.8,-0.1,15.4
c1ccc2c(c1)nnn2-c1ncnc2sc3c(c12)CCCC3,11.8,3.1,18.9,-2.8,-5.2,13.4,0.8,-0.9,37.5
Cc1ccc(-c2cc(C(=O)Nc3c(C)n(C)n(-c4ccccc4)c3=O)[nH]n2)c(O)c1,-3.1,-3.2,-0.5,-4.9,3.5,6.3,-1.7,0.3,-17.4
Cc1cccc2c(C(=O)n3cccn3)cc(-c3ccccc3Cl)nc12,0.0,-11.0,-0.2,-2.5,2.4,7.7,4.2,0.0,-15.2
CCOC(=O)c1cc(COc2cc(Cl)cc(Cl)c2)on1,9.4,-0.4,-0.1,-0.4,0.2,17.4,5.1,-0.9,1.9
Cc1nc(SCC(=O)NCc2ccco2)c2c(=O)n(C)c(=O)n(CC(C)C)c2n1,nt,0.8,0.1,0.8,0.5,5.4,13.0,0.0,16.5

Single records, as listed above:
Shown for `O=[N+]([O-])c1cccc(-c2cnc3ccccc3n2)c1` → FXIIa inh: -2.4; FXIa inh 1536: -5.4; zVAD death inh: 1.6; Wee1 degr inh: 3.7; Tb hexokinase: -27.6; PGE2 EP2 inh: 8.5; PPC-1+TRAIL kill: 5.8; TNF necrop inh: -0.1; CHOP inh: 15.4
Shown for `Cc1cc(C)n(CC(O)Cn2c3ccc(Cl)cc3c3cc(Cl)ccc32)c(=O)n1` (stereo not given) → FXIIa inh: 10.9; FXIa inh 1536: 0.4; zVAD death inh: 0.4; Wee1 degr inh: 3.0; Tb hexokinase: -12.1; PGE2 EP2 inh: 15.0; PPC-1+TRAIL kill: 3.1; TNF necrop inh: 1.6; CHOP inh: 44.8

High-throughput results from PubChem.
